# From PubChem BioAssay
# ABHD5-PLIN5 inh: blocks binding of human ABHD5 to perilipin-5. Split G. princeps luciferase complementation, luminescence, 4 h. inhibition, % at 4 µM. 360,000 tested, 0.78% active. AID 602281;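 active means inhibition above the mean inhibition across every tested compound plus 3 SD, cut at about 22% in these data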;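 further: 0% = DMSO only wells and the 100% control is not disclosed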
# TLR9-MyD88 inh: TLR9-MyD88 interaction inhibition; 340,000 tested, 0.21% active; CHO BLA complementation TLR9-MyD88, CCF4 FRET ratio; inhibition, % at 4.98 µM;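 active means inhibition above the mean over all tested compounds plus 3 SD, cut at about 21% in these data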;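 further: 0% = DMSO only wells and 100% = clavulanate BLA inhibitor control wells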
# ABCB6 inh MLPCN: blocks the human ABCB6 transporter | Q9NP58 | 360,000 tested, 0.19% active | fluorescence ratio to DMSO, % at 10 µM | K562-ABCB6 porphyrin accumulation, flow cytometry, 1 h; stronger effect = lower value;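 active means fluorescence ratio to DMSO below 75%, the collection mean minus 3 SD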;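 further: signal is porphyrin accumulated inside mitochondria; 100% equals median channel fluorescence of DMSO control wells; lower ratio means ABCB6 inhibition with less porphyrin fluorescence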
# H9c2 protect: protects H9c2 cardiomyocytes from peroxide injury; protection from H2O2 cell death, % at 20 µM; H2O2 injury protection, ATPLite, 2 h; 360,000 tested, 0.63% active;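 active means compounds giving at least 50% protection of heart cells from peroxide-induced death in the single-dose screen, raw or plate-pattern-corrected value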;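 further: 0% = DMSO wells with peroxide and 100% = DMSO wells without peroxide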
# Glyco luc inh: blocks N-linked glycosylation in D54 reporter cells. D54 ERlucT glycosylation luciferase reporter, 24 h; percent of 100 nM tunicamycin response. reporter increase, % at 12.5 µM. 360,000 tested, 0.23% active;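 active means mean luciferase reporter signal, scaled so untreated is 0 and the glycosylation-blocking control 100, at or above a set limit in every replicate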;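 further: luciferase carries N-glycosylation sites so blocking glycosylation raises the light; 0% = median of neutral control wells and 100% = median of 100 nM tunicamycin wells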
# MC4R barr agon: agonists of human melanocortin 4 receptor (MC4R) beta-arrestin. P32245. U2OS MC4R beta-arrestin complementation, luminescence; percent of melanotan II response, DMSO zero. activation, % at 8.9 µM. 360,000 tested, 0.98% active. AID 540308;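 active means activation above a per-plate cutoff, the mean activation of sample wells on that plate plus 3 SD, cut at about 8% in these data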
# Target sequence (P32245 whole entry, looked up): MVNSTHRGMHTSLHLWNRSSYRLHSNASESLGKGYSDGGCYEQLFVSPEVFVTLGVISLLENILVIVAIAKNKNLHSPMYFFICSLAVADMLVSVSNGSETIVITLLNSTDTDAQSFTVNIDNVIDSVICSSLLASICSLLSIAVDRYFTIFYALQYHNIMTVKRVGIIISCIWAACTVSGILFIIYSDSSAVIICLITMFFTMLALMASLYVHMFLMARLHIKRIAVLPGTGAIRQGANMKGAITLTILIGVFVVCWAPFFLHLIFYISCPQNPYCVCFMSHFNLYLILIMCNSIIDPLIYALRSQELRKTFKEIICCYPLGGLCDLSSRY
# HTR2A ag: mouse HTR2A agonism via beta-arrestin recruitment; AID 624169; CHO-K1 mHTR2A beta-arrestin complementation, luminescence; percent of 30 µM serotonin response; 360,000 tested, 0.66% active; activation, % at 7.6 µM; P35363;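 active means activation above a run cutoff, the mean activation of all tested compounds plus 3 SD, cut at about 14% in these data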;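 further: 0% = plate median of compound wells and 100% = 30 µM serotonin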
# NCOA2 inhibitor: inhibits human steroid receptor coactivator 2; Q15596; HEK293 GAL4-SRC2 luciferase reporter, luminescence; inhibition, % at 9 µM; 370,000 tested, 0.17% active; AID 651957;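 active means inhibition above the mean inhibition of all tested compounds plus 3 SD, set per campaign, cut at about 52% in these data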;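 further: 0% = DMSO treated cells and 100% = cells given Gossypol at 36 µM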
# MC4R antag cAMP: antagonists of human melanocortin 4 receptor (MC4R). P32245. MC4R-expressing cells, MTII-stimulated cAMP, LANCE TR-FRET. inhibition, % at 6.5 µM. 360,000 tested, 0.48% active. AID 540295;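 active means inhibition above its plate's cutoff, the mean of tested wells on that plate plus 3 SD, cut at about 29% in these data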;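 further: 0% = Melanotan II alone and 100% = Melanotan II plus saturating MCL0020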
#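 Material: human MC4R-expressing U2OS cells. Probe or stimulus: Melanotan II challenge. Dosing: 6.5 µM single dose. Times: 30-min compound, 1-h challenge, 1-h detection, room temperature. Technique: TR-FRET with Eu-cAMP and labeled anti-cAMP, 671 nm. Replication: singlicate.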
# NOD2 RIPK2 PPI: NOD2-RIPK2 protein interaction inhibition; CHO BLA complementation NOD2-RIPK2, CCF4 ratio; AID 624267; 360,000 tested, 0.38% active; inhibition, % at 4.98 µM; O43353; in the data active means inhibition above about 21%;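 further: 0% = vehicle only and 100% = reference blocker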
# Target sequence (O43353 whole entry, looked up): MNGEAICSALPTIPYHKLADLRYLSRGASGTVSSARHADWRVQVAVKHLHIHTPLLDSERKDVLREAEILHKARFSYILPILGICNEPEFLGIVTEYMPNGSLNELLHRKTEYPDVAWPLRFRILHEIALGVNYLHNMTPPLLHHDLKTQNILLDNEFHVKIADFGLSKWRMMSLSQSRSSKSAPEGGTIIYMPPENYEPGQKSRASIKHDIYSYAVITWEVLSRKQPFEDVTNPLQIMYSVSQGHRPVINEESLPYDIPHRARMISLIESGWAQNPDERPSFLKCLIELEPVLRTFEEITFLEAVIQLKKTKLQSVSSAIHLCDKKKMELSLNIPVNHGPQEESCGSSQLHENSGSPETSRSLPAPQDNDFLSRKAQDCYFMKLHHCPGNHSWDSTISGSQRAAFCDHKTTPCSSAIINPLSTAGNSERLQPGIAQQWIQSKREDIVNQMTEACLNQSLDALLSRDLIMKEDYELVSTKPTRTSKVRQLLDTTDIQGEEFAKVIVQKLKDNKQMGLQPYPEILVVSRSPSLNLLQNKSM
# Numbers without * were called inactive; . = not tested or not shown. Not all compounds are listed; the hit share may differ from the screen's.
SMILES,ABHD5-PLIN5 inh,TLR9-MyD88 inh,ABCB6 inh MLPCN,H9c2 protect,Glyco luc inh,MC4R barr agon,HTR2A ag,NCOA2 inhibitor,MC4R antag cAMP,NOD2 RIPK2 PPI
CC(=O)Nc1ccc(C(=O)NCC2(N3CCCCC3)CCCCC2)cc1,-2,-5,101,4,-3,-2.3,-7,-6,12,4
Cc1ccc(NC(=O)c2ccc3c(=O)n4c(nc3c2)CCC4)cc1F,0,11,88,-1,0,2.1,-5,-44,-6,-1
COCCNC(=O)CCC(=O)NNc1nc2ccccc2c2nc(C)nn12,0,-2,100,-2,4,3.1,5,-12,13,8
CCCCOc1ccc(CSCCNC(=S)Nc2ccccc2)cc1,-7,11,98,-20,-1,-2.0,-4,12,10,-1
CCc1ccc2c(c1)cc(CN(C(=S)Nc1ccc(Cl)cc1)C1CC1)c1nnnn12,-5,-3,128,-8,-1,-1.1,-3,6,5,-3
CCOCC(=O)Nc1ccc(OCc2ccccc2)cc1,-2,-3,97,-2,2,0.8,-7,-20,7,-11
Cc1ccc2cccc(S(=O)(=O)N3CCN(c4cccc(Cl)c4)CC3)c2n1,2,-2,98,2,-3,-2.0,-4,.,13,-3
O=C(Nc1cccc(NC(=O)c2c(F)cccc2F)n1)c1c(F)cccc1F,0,6,98,-8,0,-0.2,-1,17,3,-8
CCn1cnc2cc(NS(=O)(=O)c3ccc(OC)c(OC)c3)ccc21,4,-6,96,2,0,-1.7,0,-9,7,-6
O=C(COC(=O)c1ccccc1SCC(=O)N1CCCC1)Nc1ccccc1C(F)(F)F,1,-6,98,-2,1,-1.2,-2,3,18,-2
O=C1c2ccccc2C2(c3ccccc3)NCCCN12 (stereo not given),1,-3,100,5,-1,-3.8,0,14,1,-10
O=C(CSc1nnnn1-c1ccccc1)NC(=O)Cc1ccccc1,8,-7,99,-5,2,1.6,3,7,10,-12
COc1ccc(-c2cnc(SCC(=O)Nc3ccc4c(c3)OCO4)n2Cc2ccco2)cc1,1,-1,103,-19,-4,-3.8,-3,22,10,9
Cc1ccc(-c2nc(CS(=O)CC(=O)NCCCc3ccccc3)c(C)o2)cc1 (stereo not given),-3,-4,97,1,2,-1.3,-8,12,11,-4
O=C(CC(C(=O)O)c1cccc(Cl)c1Cl)c1ccccc1 (stereo not given),-5,4,79,-1,0,-1.5,1,10,9,-12
O=C(Nc1cnccn1)c1ccc(Cl)cc1,-2,-9,102,-1,-2,-1.6,3,-5,-7,-5
Cc1ccc(NC(=O)c2ncn(CCCNCCCN(C)C)n2)cc1C,-4,8,97,6,-3,3.4,1,-3,-1,-1
CCN1CCN(CC(=O)Nc2nc3ccc(C)cc3s2)CC1,-6,6,100,1,-3,1.2,0,20,3,-6
O=c1[nH]cnc2c1nc(SCc1ccccc1)n2C1OC(CO)C(O)C1O (stereo not given),-4,-4,99,-2,1,0.4,0,24,15,-8
COc1ccc(-c2cn3nc(SCC(=O)NCC4CCCO4)ccc3n2)cc1 (stereo not given),-3,7,97,-8,-8,-0.7,7,-106,24,13
CC(=O)c1ccc(OCC(O)CN2CCOCC2)cc1 (stereo not given),-9,3,90,0,0,2.1,3,.,1,-16
NC(=O)c1ccc([N+](=O)[O-])cc1SCc1ccccc1,-3,2,117,3,0,1.4,3,1,18,-2
O=C(Nc1cccc(S(=O)(=O)N2CCCCC2)c1)c1ccc2c(=O)n3c(nc2c1)CCCCC3,3,-5,89,-6,-7,-1.2,1,26,5,-8
O=C(CC1SCCNC1=O)Nc1ccccc1Cl (stereo not given),-1,0,92,2,2,-2.5,5,1,5,15
COCCn1c(-c2ccc(F)cc2)nc2cccnc21,-5,-14,100,0,-1,-1.6,0,-7,-2,-8

# The closing 2 records of the part before open the next one.
SMILES,ABHD5-PLIN5 inh,TLR9-MyD88 inh,ABCB6 inh MLPCN,H9c2 protect,Glyco luc inh,MC4R barr agon,HTR2A ag,NCOA2 inhibitor,MC4R antag cAMP,NOD2 RIPK2 PPI
O=C(CC1SCCNC1=O)Nc1ccccc1Cl (stereo not given),-1,0,92,2,2,-2.5,5,1,5,15
COCCn1c(-c2ccc(F)cc2)nc2cccnc21,-5,-14,100,0,-1,-1.6,0,-7,-2,-8
CC(=O)N1CCN(c2ccc(NCc3ccc4c(c3)OCO4)cc2)CC1,-8,2,102,6,3,1.4,1,1,13,-5
Cc1ccccc1N=C1NC(=O)/C(=C/c2cccnc2)S1,15,4,95,5,0,-1.7,-2,31,7,-5
COc1ccc(CNC(=O)c2ccc(C)o2)cc1,2,4,87,-2,1,-0.4,-4,-6,-3,4
COc1ccc(-c2cc(N)n(CCC#N)n2)c(OC)c1,-8,6,97,2,2,-1.6,-1,20,9,8
C(=Cc1c[nH]c2ccccc12)c1nccc2ccccc12,-5,12,475,-19,-17,2.1,-5,-47,-6,3
Cc1nonc1OCCNCCNc1ccc([N+](=O)[O-])cc1Cl,6,-4,106,10,-1,-0.7,-2,6,0,-9
CCC1(CC)NC(=O)N(CC(=O)OCC(=O)c2ccccc2OC)C1=O,4,1,101,-4,-1,0.0,1,8,5,-5
CCCCC(=O)N(C)c1c(C)nc2ccc(C(=O)NCCN(C)C)cn12,4,.,96,8,0,-0.2,-1,-1,-6,-3
O=C(CNC(=O)C1CCCCC1)Nc1ccc(Cl)cc1,0,-3,100,-2,0,-0.6,9,-35,6,-1
COc1ccc(C)cc1NC(=O)CCNC(=O)Cn1cnc2ccccc2c1=O,-6,-2,168,-2,4,2.6,7,9,-3,-1
O=C(CSc1nc(C2CC2)nc2c1cnn2-c1ccccc1)Nc1c[nH]c(=O)[nH]c1=O,10,.,93,-4,-1,2.6,-7,13,-1,-6
O=C1C[C@@H]2CCN3C(=O)CCC[C@@H]([C@H]23)[C@H]1Cc1ccccc1,2,-4,96,14,0,-0.4,-1,-12,7,3
NS(=O)(=O)c1ccc(NC(=O)c2c(Cl)cccc2Cl)cc1,3,-8,107,-3,3,-2.8,3,23,3,-2
C=CCOc1ccc(CNc2nccs2)cc1OC,1,1,101,-3,2,0.5,5,-7,-1,2
CCOc1ccc(N/C=C/C(=O)c2ccccc2)cc1,-5,-4,101,-20,-19,1.6,-2,-49,4,4
Cc1ccc(/C=N/NC(=O)C[n+]2ccccc2)o1,2,-2,99,1,3,-0.3,-2,1,11,-1
COC(CNc1ncnc2c1cnn2C)OC,0,-16,101,10,3,-0.7,1,-3,-2,-9
CCCOc1ccc(-c2c(C(=O)N/N=C/c3ccc(OCC)cc3)nnn2-c2nonc2N)cc1,-7,0,94,4,1,-3.8,-6,-6,-1,2
O=C1C=C(O)CC(c2cccs2)C1 (stereo not given),4,-13,95,-4,1,0.2,-1,5,0,-4
Cc1ncc(C23CC4CC(CC(C4)C2)C3)[nH]1,2,-8,103,1,0,0.9,-6,-14,1,-7
CC(C)(C)OC(=O)N1CCC[C@H]1c1nnc(SCc2ccc(Cl)cc2)o1,-4,-8,98,6,-1,2.3,-2,-25,-10,2
Cc1ccc(-c2nc(CSCC(=O)NC3CCN(Cc4ccccc4)CC3)c(C)o2)cc1,-4,0,97,-2,1,-1.9,-13,39,1,-8
CC(=O)c1cccc(NC(=O)C2=CC(c3ccco3)=NS(=O)(=O)N2C)c1,4,5,97,-1,3,-3.3,2,-16,8,-10
CC(=O)CSc1nc(-c2ccccc2)c(-c2ccccc2)o1,-2,8,99,-5,-5,-0.6,-1,-3,18,-6
O=C(CCC(=O)N1CCOc2ccccc21)NCCCN1CCCCC1,3,-1,95,7,1,0.3,3,2,2,-1
SMILES,ABHD5-PLIN5 inh,TLR9-MyD88 inh,ABCB6 inh MLPCN,H9c2 protect,Glyco luc inh,MC4R barr agon,HTR2A ag,NCOA2 inhibitor,MC4R antag cAMP,NOD2 RIPK2 PPI
Cc1ccccc1NC(=O)Cn1cnc2c(oc3nc4c(cc32)CCCC4)c1=O,-10,0,103,-1,0,-1.6,-5,-8,7,9
COC(=O)c1ccccc1NC(=O)Cc1ccccc1OC,-2,-8,93,5,-2,0.4,-3,-28,18,9
Cc1nc2ncnn2c(N2CCN(C(=O)c3cccc(F)c3)CC2)c1Cc1ccccc1,-6,3,94,-1,1,1.4,3,-28,13,2
Cc1cc(N2C(=O)C3C4CC(C(Br)C4Br)C3C2=O)no1 (stereo not given),3,-9,102,-4,0,1.7,6,-5,13,-6
COc1ccc(NC(=S)N(CCC(C)C)C(C)c2ccncc2)cc1 (stereo not given),0,-4,96,3,-1,1.4,4,-15,10,-10
CCOC(=O)C1CCN(C(=O)c2ccccc2N(C)S(C)(=O)=O)CC1,-3,2,95,-4,0,-0.8,-3,0,10,-18
COC(=O)c1ccc(-n2nnnc2SCC(=O)Nc2cc(OC)ccc2OC)cc1,-5,4,93,-6,0,-0.1,4,-27,1,3
CC1(c2nnc(-c3ccc(Cl)cc3)o2)CC(c2cccc(Cl)c2)=NO1 (stereo not given),-6,-6,95,-5,1,-0.6,-1,-1,2,4
CCN1CCN(c2nc(Nc3ccccc3)nc(N)c2[N+](=O)[O-])CC1,1,-12,100,2,3,2.7,2,-24,15,-15
O=C(C1=C[C@H](c2ccccc2)C[C@H](OCc2ccc(CO)cc2)O1)N1CCN(Cc2ccccc2)CC1,8,-4,90,4,0,0.4,-3,5,2,12
CCC(=O)Nc1cccc(NC(=S)NC(=O)c2ccc(Cl)cc2Cl)c1,-6,0,97,-15,1,-1.6,-1,-60,2,10
COc1ccccc1N(C(=O)CCl)c1cn(C(C)=O)c2ccccc12,7,-2,93,-6,-7,8.6*,1,51,6,-8
CC(=O)c1c(C)[nH]c(C(=O)NCc2ccccn2)c1C,-3,6,87,6,2,-2.1,3,1,6,-14
CCOC(=O)C1(C)CCCCCN1C(=O)c1ccc(C(F)(F)F)nc1C (stereo not given),-1,.,98,8,4,-0.2,6,11,1,-12
O=C(CSCc1cnn(-c2ccccc2)c1-n1cccc1)NCc1cccnc1,5,2,89,-6,0,1.2,-2,3,3,-16
N#Cc1ccc(C(=O)NC(=S)N2CCOCC2)cc1,-3,1,99,0,0,-1.1,-3,-15,10,-1
COCCN(Cc1ccc(C)cc1)C(=O)[C@H]1O[C@@H](n2cnc3c(N)ncnc32)[C@H](O)[C@@H]1O,4,.,97,0,1,.,1,-16,.,1
COc1ccc(OC)c(/C=N/NC(=O)Cn2ccnc2C)c1,-1,-4,106,-1,2,-0.6,-4,-13,1,-1
CN(C)S(=O)(=O)c1cccc(C(=O)NC2CCCc3ccccc32)c1 (stereo not given),-1,-10,86,2,1,1.3,1,8,4,-10
O=C(CCNC(=O)c1ccccc1Cl)NCC(c1ccco1)N1CCCC1 (stereo not given),-2,4,94,4,0,-2.3,-4,-2,0,5
Cc1occc1C(=O)N1CCCC(Nc2ccc(F)c(F)c2)C1 (stereo not given),1,4,97,-2,0,-1.4,-4,-13,-4,-3
O=C(O)CCSCCC(=O)O,1,-1,94,5,0,1.7,1,-7,14,2
O=C(c1ccccc1)c1nc2ccccc2n(CCCn2c(=O)c(C(=O)c3ccccc3)nc3ccccc32)c1=O,17,3,95,12,-4,2.8,0,-27,-10,6
